Dengue-2 NS5 capping: Dengue-2 NS5 methyltransferase inhibitors, primary screen, biochemical, confirmation dose response (AID 588689) | Dengue-2 NS5 methyltransferase capping enzyme assay, biochemical; higher % means a stronger effect | inhibition, % at 25 µM, or IC50 in µM where a hit was titrated | hit rate 0.3% among 340,000; in the data active means a potency from the dose series; inconclusive means inhibition above about 29% without an active follow-up result
Large T inhibition: TAg ATPase/helicase activity blockers – biochemical (AID 1903); SV40 large T antigen ATPase/helicase inhibition assay; higher % means a stronger effect; inhibition, % at 20 µM, or IC50 in µM where a hit was titrated; hit rate 0.39% among 310,000; in the data active means a potency from the dose series; inconclusive means inhibition mostly from about 32% at the one dose, without a potency; inactive means the rest, 99 in 100 with inhibition below about 32%; further: strong numbers were not always called active
West Nile antiviral: inhibition of WNV-induced cytopathic effect – cell-based, CPE readout (AID 1621); West Nile virus-infected cells, CPE inhibition; higher % means a stronger effect; CPE inhibition, % at 10 µM, or IC50 in µM where a hit was titrated; hit rate 0.02% among 290,000; in the data active means a potency from the dose series; inconclusive means CPE inhibition mostly from about 3.7% at the one dose, without a potency; inactive means the rest, 99 in 100 with CPE inhibition below about 2.2%; further: strong numbers were not always called active
T cell HTS: T cell immune modulation candidate; 2C CD8+ T cell-vesicle binding, flow cytometry; active compounds read low; calls only at 7 µM; hit rate 0.068% among 330,000; AID 2052;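 active means response, share of CD8 T cells binding vesicles, and their 90th percentile fluorescence all below set limits, cut at about 80% in these data, passing the limit was not always enough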
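Assay system: 2C TCR transgenic mouse naive CD8+ T cells, MACS-purified | Read-out: CD8+ gate FL2 mean fluorescence as % of same-row positive control | Signal: High-throughput flow cytometry with anti-B7-1 and anti-CD8 staining | Timing: Binding step 1.5 h, 37 °C, antibody labelling 20 min, ice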
UTI89 phage lysis: protection from phage-mediated lysis, alamar blue read-out – E. coli UTI89, K1F phage, bacterial capsule biogenesis inhibitors (AID 488966). E. coli UTI89 K1F phage lysis, alamar blue, 2 h; higher % means a stronger effect. inhibition, % at 100 µM, or IC50 in µM where a hit was titrated. hit rate 0.02% among 340,000;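 active means phage lysis inhibition, versus mean bacterial control, above a set limit; inconclusive means no clear call, values can overlap the other calls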;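 further: capsule biogenesis inhibitors block K1F phage lysis so surviving cells raise fluorescence; higher fluorescence means more inhibition of phage lysis; actives were called in the ten point dose series up to 300 µM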
MgcRacGAP inhibition: MgcRacGAP GTPase-activating activity inhibitors, confirmation, biochemical, ADP Hunter fluorescence. MgcRacGAP-stimulated Rac1 GTP hydrolysis, ADP Hunter fluorescence; higher % means a stronger effect; GST-tagged Rac1 F28L mutant substrate. inhibition, % at 30 µM; hits with a dose series show IC50 in µM. hit rate 0.6% among 340,000. AID 624330;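 active means first-screen hits whose inhibition reached a set limit at any dose in the follow-up dose series; inconclusive means inhibition above the set first-screen limit but never retested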;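 further: fluorescence reports GDP produced by GAP-driven GTP hydrolysis; strong numbers were not always called active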
RSV antiviral HEp-2: RSV antiviral activity via CPE protection, HEp-2 cells, primary 10 µM value included (AID 2391) | CPE inhibition, % at 10 µM, or IC50 in µM where a hit was titrated | hit rate 0.13% among 310,000 | HEp-2 cells, RSV-induced CPE inhibition; higher % means a stronger effect; in the data active means a potency from the dose series; inconclusive means CPE inhibition mostly from about 23% at the one dose, without a potency; inactive means the rest, 99 in 100 with CPE inhibition below about 21%; further: strong numbers were not always called active
PhoP inhibition: PhoP-dependent GFP reporter repression – Salmonella Typhimurium, primary screen (AID 1863). S. Typhimurium PhoP-regulated promoter GFP reporter, 4 h; higher % means a stronger effect. inhibition, % at 50 µM, or IC50 in µM where a hit was titrated. hit rate 0.16% among 300,000;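 active means inhibition over 29.93%, a cutoff 3 SD above the screen mean, later confirmed by dose response; inconclusive means inhibition over 29.93% but no dose response follow-up; inactive means inhibition at most 29.93% or unconfirmed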;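 further: 0% = low Mg2+ inducing control and 100% = high Mg2+ repressing control; strong numbers were not always called active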
NTR1 agonist: NTR1-driven beta-arrestin-GFP spot formation – imaging, U2OS cells, high content, primary screen (AID 493036); P30989; agonist mode; activation, % at 20 µM; hit rate 0.17% among 330,000;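 active means activation at or above 40% of the spot to cytoplasm intensity ratio, with at least 20 cells analyzed; inconclusive means wells under 20 cells, flagged as cytotoxic or low count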;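 further: 0% = DMSO without peptide and 100% = 100 nM NTR1 peptide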
Target sequence (P30989 whole entry, looked up): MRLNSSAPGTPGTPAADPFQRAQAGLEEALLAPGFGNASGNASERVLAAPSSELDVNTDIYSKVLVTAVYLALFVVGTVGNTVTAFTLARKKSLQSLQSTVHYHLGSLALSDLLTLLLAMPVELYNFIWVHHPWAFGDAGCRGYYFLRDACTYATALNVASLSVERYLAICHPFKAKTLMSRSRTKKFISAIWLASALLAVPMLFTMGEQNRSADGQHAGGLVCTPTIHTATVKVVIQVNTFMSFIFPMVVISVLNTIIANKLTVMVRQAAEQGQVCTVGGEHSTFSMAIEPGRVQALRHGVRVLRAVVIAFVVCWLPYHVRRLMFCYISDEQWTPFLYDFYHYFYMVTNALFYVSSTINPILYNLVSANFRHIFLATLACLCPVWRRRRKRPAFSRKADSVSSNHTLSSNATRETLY
T cell HTS vesicle-bound %: also measured in T cell HTS; calls as there; double positive events, %; measured here: CD8+ vesicle-bound cell fraction;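 binding gate set so that unloaded-vesicle control wells show 10% double positive cells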
NTR1 agonist cell count 20 µM: second read-out of NTR1 agonist, no call of its own (marks repeat the call); cell count; measured here: cell count, cytotoxicity flag
Dengue-2 NS5 capping pilot replicate: second read-out of Dengue-2 NS5 capping, no call of its own (marks repeat the call); inhibition, %; measured here: pilot screen replicate inhibition
Starred values were filed as active, the others as inactive; i = inactive; ? = inconclusive; nt = not tested or not shown; [ ] = dose if it differs, or a comment.

SMILES	Dengue-2 NS5 capping	Large T inhibition	West Nile antiviral	T cell HTS	T cell HTS vesicle-bound %	UTI89 phage lysis	MgcRacGAP inhibition	RSV antiviral HEp-2	PhoP inhibition	NTR1 agonist	NTR1 agonist cell count 20 µM	others
O=C(CNC(=O)C1CCCCC1)NCCCO	-1%	6%	0.2%	i	13	0.1%	-2%	-0.2%	8%	1.3	54
CNc1c(NS(=O)(=O)c2cc(Cl)ccc2OC)c(=O)oc2ccccc12	5%	5%	0.6%	i	31	1.4%	1%	0.6%	-1%	0.3	43
Cc1nccn1Cc1ccccc1	-3%	15%	-0.4%	i	14	0.0%	-7%	-0.8%	13%	-0.7	78
O=C(Nc1cccc([N+](=O)[O-])c1)C1C2CCCCC21 (centres undefined)	-5%	8%	-1.4%	i	55	0.2%	9%	1.6%	-1%	-0.2	56	Dengue-2 NS5 capping pilot replicate=-3.3
CC(C)(C)C1CCc2onc(C(=O)NC3CCCC3)c2C1 (centres undefined)	1%	5%	nt	i	50	2.1%	6%	2.6%	-1%	5.8	79
O=C(CCN1C(=O)c2ccccc2C1=O)NCCN1CCOCC1	-1%	0%	0.6%	i	31	0.1%	7%	0.0%	-1%	-0.5	91
O=C(c1ccccc1)n1c(=O)c(F)cn(COCCBr)c1=O	-4%	6%	-0.6%	i	40	0.2%	9%	0.4%	11%	0.0	73
Cc1oncc1C(=O)Nc1ccc2ccccc2c1	-10%	nt	0.8%	nt	nt	0.5%[50 µM]	11%	nt	nt	0.6	62
CCN(CC(=O)Nc1c(F)cccc1F)C(=O)CC1CCCC1	6%	10%	nt	i	21	0.1%[50 µM]	-8%	-1.3%	4%	-1.1	54
COc1ccc(C2(CNC(=O)/C=C/c3ccco3)CCCC2)cc1OC	2%	17%	-0.8%	i	10	3.1%	19%	-0.9%	-8%	-0.4	89
COc1cc2c(cc1OC)CN(C(=O)CSc1nc(C)cc(C)c1C#N)CC2	-3%	12%	0.1%	i	35	1.0%	7%	2.1%	-2%	1.6	45
C=CCN1C(=O)c2ccc(C(=O)N(CC)CC(=O)Nc3cc(Cl)ccc3C)cc2C1=O	0%	8%	nt	i	43	0.9%[50 µM]	8%	-0.8%	-9%	0.8	61
Cc1sc2nc(CSCC(=O)Nc3ccc(N4CCOCC4)cc3)[nH]c(=O)c2c1C	5%	12%	0.3%	i	33	-0.1%	17%	1.5%	-1%	1.1	50
COC(=O)CN(C#N)c1nc(C)cc(C)n1	-5%	20%	-0.3%	i	37	0.1%	9%	1.9%	-7%	4.9	76
Cc1cc(C(=O)CN2C(=O)NC3(CCCC3)C2=O)c(C)n1-c1ccc2c(c1)OCO2	-1%	2%	0.3%	i	54	1.4%[50 µM]	8%	2.3%	-2%	-0.7	54
COc1ccccc1CCNS(=O)(=O)c1cc2c3c(c1)C(C)C(=O)N3CCC2 (centres undefined)	1%	5%	0.2%	i	48	0.6%	0%	16%	-3%	3.1	76
Cc1ccccc1NC(=O)Cc1c[nH]c2ccccc12	nt	6%	-0.7%	i	65	-1.0%	3%	3.0%	3%	0.0	76
O=C(CC(=O)NC1CCCCC1)N/N=C/c1cccc2ccccc12	7%	3%	-0.3%	i	40	-0.2%	9%	-0.1%	0%	-0.1	49
CCC(=O)Nc1c(-c2ccccc2Cl)c(=O)c2ccccc2n1C	-3%	-1%	0.0%	i	11	0.3%	nt	0.7%	-2%	-0.8	104
Cc1ccc2c(c1)c1c3n2CCN(C(=O)CN2CCN(C)CC2)C3CCC1 (centres undefined)	-1%	9%	?	i	20	1.9%	11%	?	12%	-3.3	81
CC(=O)N(CCN1CCOCC1)Cc1cc2cc3c(cc2nc1Cl)OCO3	nt	8%	0.5%	i	54	1.2%	0%	1.0%	4%	-1.3	70
CCc1ccc(N2CC(C(=O)NNC(=O)c3ccc(F)cc3)CC2=O)cc1 (centres undefined)	1%	2%	nt	i	14	0.8%[50 µM]	2%	-0.8%	-4%	-0.7	59
CN(C(=O)Nc1ccc(Cl)cc1)c1c2c(nn1C)CCCC2	4%	3%	-0.3%	i	37	2.1%	3%	1.2%	3%	-3.9	88
CCOc1cc(N2CCOCC2)c(OCC)cc1NC(=O)Cn1[nH]c(=O)c2ccccc2c1=O	12%	24%	0.5%	i	18	0.9%	6%	-0.5%	-14%	8.3	54
COc1cc(/C=C2\SC(=S)N(CCCCC(=O)O)C2=O)ccc1OS(=O)(=O)c1ccc(C)cc1	40µM*	14%	nt	i	32	-1.9%[50 µM]	9%	12%	6%	6.6	56
CC(C)CN(C(=O)C1CCCCC1)C1CCS(=O)(=O)C1 (centres undefined)	-7%	3%	nt	i	44	0.8%[50 µM]	5%	-1.5%	5%	1.6	71
O=C(Nc1ccc(C(=O)O)cc1)/C(=C\c1ccccc1)NC(=O)c1ccc(Br)cc1	-7%	7%	-0.7%	i	22	1.6%[50 µM]	8%	1.0%	0%	1.8	72
O=S(=O)(NCC1CCCO1)c1ccc2oc3ccc(S(=O)(=O)NCC4CCCO4)cc3c2c1 (centres undefined)	-6%	0%	-0.3%	i	15	-0.2%	15%	-0.3%	-4%	-1.1	46
CC1CCN(C(=O)CSc2nnc(-c3ccc(S(=O)(=O)N4CCOCC4)cc3)n2C)CC1	-3%	-4%	-0.6%	i	12	-0.3%	10%	0.3%	0%	-0.9	58
Cc1cccc(CCNC(=O)CCc2c(C)nc3ncnn3c2C)c1	-7%	-2%	0.4%	i	15	0.4%	1%	0.5%	-2%	-1.2	94
Cc1cc(NC(=O)c2ccc(C)o2)no1	-15%	14%	0.1%	i	39	0.3%	2%	-1.1%	9%	-0.4	60
NC(=O)c1nsc(C(=O)N(c2ccccc2)C(C(=O)NCC2CCCO2)c2ccc(F)cc2)c1N (centres undefined)	-5%	5%	-0.3%	i	55	0.2%	7%	0.6%	5%	0.2	50
CCOC(=O)N1CCC(NC(=O)C2CCN(S(=O)(=O)c3cccc4cccnc34)CC2)CC1	nt	14%	-0.2%	i	46	nt	nt	-0.1%	5%	-1.8	71
NS(=O)(=O)c1ccc(CCNC(=O)c2ccccc2-c2ccccc2)cc1	-8%	3%	-0.5%	i	32	-0.3%	3%	0.7%	2%	-0.5	48
CCc1ccc(OCC(=O)NC(=S)Nc2ccc(C(=O)O)cc2)cc1	-3%	10%	0.5%	i	52	0.1%	-6%	0.6%	-4%	0.2	54
CC1=Nc2cccc3cccc(c23)N1C	13%	?	0.1%	i	44	-3.0%	?	6.1%	15%	0.6	35
CCCOc1ccc(C2C(=O)N(C3CCCCC3)CC(=O)N2CCC)cc1OC (centres undefined)	-11%	3%	-1.0%	i	42	0.8%	7%	-0.5%	7%	2.0	71
CCCCS(=O)CC(CS(=O)CCCC)OC(=O)c1ccc(C)cc1 (centres undefined)	9%	5%	-0.5%	i	32	-1.3%	1%	2.2%	-9%	0.3	83
c1ccc(CSc2ncn(-c3ccccc3)n2)cc1	-2%	12%	0.2%	i	28	2.1%	4%	3.0%	-9%	1.1	45
COc1cc(C(=O)Nc2ccc(S(=O)(=O)NC(C)(C)C)cc2)cc(OC)c1OC	-2%	2%	-0.1%	i	34	-0.5%	1%	-0.7%	-3%	0.1	53
Clc1ccc(SCc2cc(-c3ccc(Cl)cc3)on2)cc1	-10%	20%	-0.1%	i	26	0.3%	4%	3.8%	4%	0.4	49
CN(CCC#N)C(=S)Nc1ccc(F)cc1	nt	-3%	0.6%	i	23	nt	nt	2.7%	-5%	0.5	35
C=CCn1c(=S)[nH]c2sc3c(c2c1=O)CCC3	-2%	14%	-0.1%	nt	nt	2.0%	14%	nt	-5%	nt	nt

Structural class, the compounds so far with two or more sulfur atoms.
SMILES	Dengue-2 NS5 capping	Large T inhibition	West Nile antiviral	T cell HTS	T cell HTS vesicle-bound %	UTI89 phage lysis	MgcRacGAP inhibition	RSV antiviral HEp-2	PhoP inhibition	NTR1 agonist	NTR1 agonist cell count 20 µM	others
Cc1sc2nc(CSCC(=O)Nc3ccc(N4CCOCC4)cc3)[nH]c(=O)c2c1C	5%	12%	0.3%	i	33	-0.1%	17%	1.5%	-1%	1.1	50
COc1cc(/C=C2\SC(=S)N(CCCCC(=O)O)C2=O)ccc1OS(=O)(=O)c1ccc(C)cc1	40µM*	14%	nt	i	32	-1.9%[50 µM]	9%	12%	6%	6.6	56
O=S(=O)(NCC1CCCO1)c1ccc2oc3ccc(S(=O)(=O)NCC4CCCO4)cc3c2c1 (centres undefined)	-6%	0%	-0.3%	i	15	-0.2%	15%	-0.3%	-4%	-1.1	46
CC1CCN(C(=O)CSc2nnc(-c3ccc(S(=O)(=O)N4CCOCC4)cc3)n2C)CC1	-3%	-4%	-0.6%	i	12	-0.3%	10%	0.3%	0%	-0.9	58
CCCCS(=O)CC(CS(=O)CCCC)OC(=O)c1ccc(C)cc1 (centres undefined)	9%	5%	-0.5%	i	32	-1.3%	1%	2.2%	-9%	0.3	83
C=CCn1c(=S)[nH]c2sc3c(c2c1=O)CCC3	-2%	14%	-0.1%	nt	nt	2.0%	14%	nt	-5%	nt	nt
